PAFAH2 FP inh: inhibitors of human PAFAH2. AID 492956. recombinant PAFAH2, FP-rhodamine activity probe, fluorescence polarization. 0.99% of 340,000 active. inhibition, % at 3.39 µM;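 active means inhibition above the mean over all tested compounds plus 3 SD, cut at about 30% in these data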;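 further: inhibitors block probe labeling of enzyme so polarization drops; 0% = enzyme with DMSO and 100% = wells lacking PAFAH2 protein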
LYPLA2 inh: blocks human lysophospholipase 2, a PME1 counter-screen; O95372; recombinant LYPLA2, FP-Rh probe fluorescence polarization; inhibition, % at 5.9 µM; 0.38% of 320,000 active; AID 2177;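 active means inhibition above the screen-wide mean plus 3 SD, limit set per campaign, cut at about 26% in these data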;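 further: 0% = LYPLA2 with DMSO and 100% = wells lacking LYPLA2 enzyme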
PREPL inh: human PREPL enzyme inhibition; Q4J6C6; recombinant PREPL, fluorescence polarization activity-based probe; inhibition, % at 5.96 µM; 0.68% of 320,000 active; in the data active means inhibition above about 43%;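 further: 0% = enzyme with DMSO and 100% = wells lacking enzyme; many of its hits are not listed in these tables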
pPAFAH FP inh: inhibitors of human plasma PAF acetylhydrolase (pPAFAH). Q13093. 1.5% of 330,000 active. recombinant pPAFAH, FP-rhodamine probe fluorescence polarization. inhibition, % at 3.39 µM. AID 463082;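 active means inhibition above the mean inhibition across the screen plus 3 SD, cut at about 25% in these data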;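 further: inhibitors block binding of the rhodamine activity-based probe so polarization drops; 0% = enzyme with DMSO and 100% = wells lacking pPAFAH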
EBNA-1 inhibitor: blocks EBNA-1 binding to DNA; EBNA-1 DNA binding, fluorescence polarization; inhibition, % at 14.8 µM; 0.34% of 300,000 active; AID 1950; in the data active means inhibition above about 28%
PAFAH1B2 FP inh: inhibitors of human PAFAH1B2. recombinant PAFAH1B2, FP-rhodamine activity probe, fluorescence polarization. inhibition, % at 3.39 µM. 1.2% of 340,000 active. AID 492953;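 active means inhibition above the mean of all tested compounds plus 3 SD, cut at about 24% in these data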;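 further: 0% = enzyme with DMSO and 100% = wells lacking PAFAH1B2; many of its hits are not listed in these tables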
Target sequence (P68402 whole entry, looked up): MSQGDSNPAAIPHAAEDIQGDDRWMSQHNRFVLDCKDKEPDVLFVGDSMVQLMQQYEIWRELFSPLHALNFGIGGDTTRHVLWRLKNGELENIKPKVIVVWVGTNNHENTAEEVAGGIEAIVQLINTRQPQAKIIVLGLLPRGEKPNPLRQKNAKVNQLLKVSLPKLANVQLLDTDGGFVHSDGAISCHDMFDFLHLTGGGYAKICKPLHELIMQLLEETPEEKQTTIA
PAFAH1B3 inh: PAFAH1B3 (human) inhibition; Q15102; recombinant PAFAH1B3, FP-rhodamine probe, fluorescence polarization; inhibition, % at 3.39 µM; 0.28% of 340,000 active; AID 492972;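 active means inhibition above the screen-wide average of all tested compounds plus 3 SD, cut at about 25% in these data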;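 further: 0% = enzyme with DMSO only and 100% = wells lacking PAFAH1B3 protein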
Target sequence (Q15102 whole entry, looked up): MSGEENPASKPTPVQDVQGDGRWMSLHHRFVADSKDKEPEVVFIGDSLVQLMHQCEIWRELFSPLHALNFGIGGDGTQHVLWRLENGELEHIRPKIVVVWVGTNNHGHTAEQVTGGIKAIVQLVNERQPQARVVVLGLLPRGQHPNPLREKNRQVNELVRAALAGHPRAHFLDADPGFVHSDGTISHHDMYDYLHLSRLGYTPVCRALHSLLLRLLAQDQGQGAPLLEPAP
LYPLA1 counter: LYPLA1 (human) inhibition in PME1 counter-screen. O75608. recombinant LYPLA1, FP-Rh probe fluorescence polarization. inhibition, % at 5.9 µM. 0.16% of 320,000 active;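 active means inhibition above the mean of all tested compounds plus 3 SD, set per campaign, cut at about 14% in these data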;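 further: inhibitors block serine hydrolase probe labeling of LYPLA1 so polarization falls; 0% = enzyme with DMSO and 100% = wells lacking LYPLA1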
Target sequence (O75608 whole entry, looked up): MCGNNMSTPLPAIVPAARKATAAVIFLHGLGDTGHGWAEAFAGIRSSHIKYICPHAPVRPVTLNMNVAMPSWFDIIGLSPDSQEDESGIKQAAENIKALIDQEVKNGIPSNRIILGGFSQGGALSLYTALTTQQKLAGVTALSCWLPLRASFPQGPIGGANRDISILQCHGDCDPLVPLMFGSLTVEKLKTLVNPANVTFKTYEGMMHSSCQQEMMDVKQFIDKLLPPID
ZTA counter: blocks Epstein-Barr virus ZTA, an EBNA-1 counter-screen; 0.15% of 320,000 active; ZTA-DNA binding, fluorescence polarization; AID 2234; P03206; inhibition, % at 11 µM; in the data active means inhibition above about 33%
Target sequence (P03206 whole entry, looked up): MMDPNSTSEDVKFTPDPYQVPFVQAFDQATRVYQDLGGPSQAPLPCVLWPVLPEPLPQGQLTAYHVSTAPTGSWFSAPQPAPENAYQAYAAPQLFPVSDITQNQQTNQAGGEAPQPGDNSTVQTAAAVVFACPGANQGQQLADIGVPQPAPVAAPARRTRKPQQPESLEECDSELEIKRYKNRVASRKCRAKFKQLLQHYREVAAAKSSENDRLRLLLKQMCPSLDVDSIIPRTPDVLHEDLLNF
The depositor's hits bear a star. These rows are one share of the data; count on the stated rates, not on these rows.

For O=S(=O)(NC1CCc2ccccc21)c1ccc(S(=O)(=O)N2CCCC2)cc1 (stereo not given) the results were PAFAH2 FP inh -5, LYPLA2 inh -3, PREPL inh 1, pPAFAH FP inh 2, EBNA-1 inhibitor 11, PAFAH1B2 FP inh 6, PAFAH1B3 inh 6, LYPLA1 counter -1 and ZTA counter 6.
`COCC(C)NC(=O)CSc1ncnc2sc(-c3ccccc3)cc12` (stereo not given) gave PAFAH2 FP inh 3, LYPLA2 inh 2, PREPL inh 4, pPAFAH FP inh 8, EBNA-1 inhibitor 4, PAFAH1B2 FP inh 10, PAFAH1B3 inh 2, LYPLA1 counter -4 and ZTA counter 12.
O=C(COC(=O)Cc1ccc(F)cc1)NC(=O)NC1CCCC1 was read as PAFAH2 FP inh 4, LYPLA2 inh 3, PREPL inh 2, pPAFAH FP inh 2, PAFAH1B2 FP inh 2, PAFAH1B3 inh -6, LYPLA1 counter 2 and ZTA counter 3.
For O=C(CS(=O)(=O)c1cn(Cc2cccc(F)c2)c2ccccc12)N1CCCCC1 the results were PAFAH2 FP inh 10, LYPLA2 inh -1, PREPL inh -2, pPAFAH FP inh 5, EBNA-1 inhibitor 1, PAFAH1B2 FP inh 6, PAFAH1B3 inh 12, LYPLA1 counter -2 and ZTA counter -2.
For CCN(CC)CC#CCC(OC)(c1ccccc1)c1ccccc1 the results were PAFAH2 FP inh -4, LYPLA2 inh 9, PREPL inh 17, pPAFAH FP inh -3, EBNA-1 inhibitor -8, PAFAH1B2 FP inh -1, PAFAH1B3 inh 2, LYPLA1 counter -1 and ZTA counter -10.
COCCN=c1scc(-c2cccs2)n1/N=C/c1ccc(O)c(O)c1O was read as PAFAH2 FP inh 9, LYPLA2 inh -5, PREPL inh 23, pPAFAH FP inh 44*, EBNA-1 inhibitor 7, PAFAH1B2 FP inh -7, PAFAH1B3 inh -6, LYPLA1 counter -7 and ZTA counter -11.
Cc1cc(C(=O)NCC(=O)OCC(=O)N(C(C)C)C(C)C)ccc1[N+](=O)[O-] was read as PAFAH2 FP inh 1, LYPLA2 inh -3, PREPL inh 9, pPAFAH FP inh 1, EBNA-1 inhibitor -3, PAFAH1B2 FP inh 0, PAFAH1B3 inh 4, LYPLA1 counter -3 and ZTA counter -1.
CCN1C(=O)[C@H]2[C@@H](c3ccc(Cl)cc3)N3C(=O)CN(CC4CC4)C(=O)[C@@]3(Cc3ccccc3)[C@H]2C1=O was read as PAFAH2 FP inh -3, LYPLA2 inh 2, PREPL inh 8, pPAFAH FP inh 3, EBNA-1 inhibitor 6, PAFAH1B2 FP inh -3, PAFAH1B3 inh 8, LYPLA1 counter -1 and ZTA counter 2.
For COc1ccc(-c2csc(NC(=O)[C@H](C)N3C(=O)C4CC=CCC4C3=O)n2)cc1OC (stereo not given in full) the results were PAFAH2 FP inh 10, PREPL inh 5, pPAFAH FP inh 6, PAFAH1B2 FP inh 1 and PAFAH1B3 inh 9.
Screening CCSc1oc(-c2ccco2)nc1S(=O)(=O)c1ccc(F)cc1 returned PAFAH2 FP inh -3, LYPLA2 inh -1, PREPL inh -5, pPAFAH FP inh 13, EBNA-1 inhibitor 12, PAFAH1B2 FP inh -3, PAFAH1B3 inh -7, LYPLA1 counter -2 and ZTA counter -1.
Screening COc1ccc(S(=O)(=O)N2CCCCC2)cc1NC(=O)CN1CCN(C(C)=O)CC1 returned PAFAH2 FP inh -3, LYPLA2 inh -3, PREPL inh -1, pPAFAH FP inh -4, EBNA-1 inhibitor -7, PAFAH1B2 FP inh 3, PAFAH1B3 inh 11, LYPLA1 counter 0 and ZTA counter 4.
Screening CCCc1[nH]nc2c1C(c1ccc(OC)c(Cn3nc(C)c(Br)c3C)c1)C(C#N)=C(N)O2 (stereo not given) returned PAFAH2 FP inh -3, LYPLA2 inh 1, PREPL inh 9, pPAFAH FP inh 6, EBNA-1 inhibitor 1, PAFAH1B2 FP inh 5, PAFAH1B3 inh 3, LYPLA1 counter -2 and ZTA counter 16.
`O=C(COC(=O)c1cccc(S(=O)(=O)NCc2ccccc2)c1)NC1CC1` gave PAFAH2 FP inh 27, PREPL inh 0, pPAFAH FP inh 27*, PAFAH1B2 FP inh 14 and PAFAH1B3 inh 13.
For CCOC(=O)c1sc2nc3c(cc2c1N)COC(C)(C)C3 the results were PAFAH2 FP inh 3, LYPLA2 inh 2, PREPL inh 13, pPAFAH FP inh 4, EBNA-1 inhibitor -5, PAFAH1B2 FP inh -1, PAFAH1B3 inh -1, LYPLA1 counter 2 and ZTA counter -6.
`O=C(O)c1ccc(/C=N/N2CCN(Cc3ccccc3)CC2)cc1` gave PAFAH2 FP inh -3, LYPLA2 inh 2, PREPL inh -2, pPAFAH FP inh 2, EBNA-1 inhibitor 3, PAFAH1B2 FP inh 1, PAFAH1B3 inh 1, LYPLA1 counter -2 and ZTA counter -11.
`CCC(c1nnnn1CCC(C)C)N1CCC(C(N)=O)CC1` (stereo not given) gave PAFAH2 FP inh 2, LYPLA2 inh 3, PREPL inh 4, pPAFAH FP inh -1, EBNA-1 inhibitor -1, PAFAH1B2 FP inh 2, PAFAH1B3 inh 7, LYPLA1 counter -1 and ZTA counter 3.
For O=C(Nc1ccc(S(=O)(=O)Nc2nccs2)cc1)c1ccc(F)c(S(=O)(=O)N2CCOCC2)c1 the results were PAFAH2 FP inh 2, LYPLA2 inh -9, PREPL inh -8, pPAFAH FP inh 8, EBNA-1 inhibitor -15, PAFAH1B2 FP inh 3, PAFAH1B3 inh -3, LYPLA1 counter -9 and ZTA counter -12.
For CCOc1ccc(CN2CCN(Cc3[nH]c4ccc(OC)cc4c3C)CC2CCO)cc1 (stereo not given) the results were PAFAH2 FP inh 8, LYPLA2 inh -3, PREPL inh 19, pPAFAH FP inh 1, EBNA-1 inhibitor 6, PAFAH1B2 FP inh -2, PAFAH1B3 inh 11, LYPLA1 counter -5 and ZTA counter -4.
For Cn1cc(CN2CCCCC2C(=O)Nc2ccc(-n3cccn3)cc2)cn1 (stereo not given) the results were PAFAH2 FP inh 6, LYPLA2 inh 2, PREPL inh 4, pPAFAH FP inh 0, EBNA-1 inhibitor 4, PAFAH1B2 FP inh -1, PAFAH1B3 inh 0, LYPLA1 counter 0 and ZTA counter -1.
`O=C1c2ccccc2C(=O)N1CCc1csc(NNc2nc(CCN3C(=O)c4ccccc4C3=O)cs2)n1` gave PAFAH2 FP inh 9, LYPLA2 inh 3, PREPL inh 17, pPAFAH FP inh 16, EBNA-1 inhibitor -8, PAFAH1B2 FP inh 0, PAFAH1B3 inh 7, LYPLA1 counter -1 and ZTA counter -5.
Screening Cc1noc(COc2ccccc2OCc2onc(C)c2Cl)c1Cl returned PAFAH2 FP inh -5, LYPLA2 inh 3, PREPL inh -18, pPAFAH FP inh 12, EBNA-1 inhibitor -7, PAFAH1B2 FP inh 0, PAFAH1B3 inh 7, LYPLA1 counter 5 and ZTA counter -25.
O=C(O)CCCC(=O)Nc1ccc(C(=O)NCc2cccnc2)cc1 was read as PAFAH2 FP inh -3, LYPLA2 inh 0, PREPL inh -8, pPAFAH FP inh 0, EBNA-1 inhibitor 5, PAFAH1B2 FP inh 2, PAFAH1B3 inh -2, LYPLA1 counter 1 and ZTA counter -19.
`CCn1cc(C(=O)N2CCOCC2)c(=O)c2cc(S(=O)(=O)N(C)C3CCCCC3)ccc21` gave PAFAH2 FP inh 3, LYPLA2 inh 4, PREPL inh 1, pPAFAH FP inh 4, EBNA-1 inhibitor -2, PAFAH1B2 FP inh 8, PAFAH1B3 inh 0, LYPLA1 counter 5 and ZTA counter 3.
Cc1ccc(-n2ncc3c(NNC(=O)c4ccco4)ncnc32)c(C)c1 was read as PAFAH2 FP inh 3, LYPLA2 inh -4, PREPL inh 6, pPAFAH FP inh 2, EBNA-1 inhibitor -7, PAFAH1B2 FP inh 3, PAFAH1B3 inh 13, LYPLA1 counter 1 and ZTA counter -5.
CCn1ccnc1CNC(=O)c1ccc(OC2CCN(C(=O)COC)CC2)cc1 was read as PAFAH2 FP inh 4, LYPLA2 inh -2, PREPL inh 11, pPAFAH FP inh 0, EBNA-1 inhibitor -26, PAFAH1B2 FP inh 1, PAFAH1B3 inh 1, LYPLA1 counter -1 and ZTA counter -2.
`Cc1cccc(NC(=O)Cn2cnc3ccccc3c2=O)c1C` gave PAFAH2 FP inh 5, LYPLA2 inh 0, PREPL inh 15, pPAFAH FP inh 0, EBNA-1 inhibitor -12, PAFAH1B2 FP inh -3, PAFAH1B3 inh -3, LYPLA1 counter 2 and ZTA counter -5.
Screening COCCN1C(=O)/C(=C/c2ccc(N3CCCC3)cc2)SC1=S returned PAFAH2 FP inh -21, LYPLA2 inh -7, PREPL inh -10, pPAFAH FP inh -1, EBNA-1 inhibitor -2, PAFAH1B2 FP inh -15, PAFAH1B3 inh -8, LYPLA1 counter -2 and ZTA counter 11.
For O=C(NC1CCS(=O)(=O)C1)OC1CCCCC1 (stereo not given) the results were PAFAH2 FP inh 1, LYPLA2 inh -5, PREPL inh 2, pPAFAH FP inh 2, EBNA-1 inhibitor -8, PAFAH1B2 FP inh 3, PAFAH1B3 inh 4, LYPLA1 counter -1 and ZTA counter 10.
`COc1cccc(C2CC(c3ccc(C)cc3)n3nc(N)nc3N2)c1` (stereo not given) gave PAFAH2 FP inh 4, LYPLA2 inh 3, PREPL inh 30, pPAFAH FP inh -6, EBNA-1 inhibitor -11, PAFAH1B2 FP inh 3, PAFAH1B3 inh 4, LYPLA1 counter 2 and ZTA counter -1.
Screening c1ccc(Nc2nc(-c3cccs3)cs2)nc1 returned PAFAH2 FP inh 10, LYPLA2 inh 3, PREPL inh 13, pPAFAH FP inh 11, EBNA-1 inhibitor 5, PAFAH1B2 FP inh 3, PAFAH1B3 inh 1, LYPLA1 counter 9 and ZTA counter 18.
For Cc1ccc(Nc2nnc(SCC(=O)Nc3ccccc3[N+](=O)[O-])s2)cc1 the results were PAFAH2 FP inh 8, LYPLA2 inh 2, PREPL inh 16, pPAFAH FP inh 6, EBNA-1 inhibitor 2, PAFAH1B2 FP inh 1, PAFAH1B3 inh 4, LYPLA1 counter 3 and ZTA counter 8.
`O=C(Nc1cc([N+](=O)[O-])ccc1Cl)c1cccnc1` gave PAFAH2 FP inh -1, LYPLA2 inh 1, PREPL inh 5, pPAFAH FP inh -1, EBNA-1 inhibitor -2, PAFAH1B2 FP inh 7, PAFAH1B3 inh 9, LYPLA1 counter -1 and ZTA counter 0.
`CC1CCN(C(=O)Cn2cc3c(n2)CCCC3)CC1` gave PAFAH2 FP inh 3, LYPLA2 inh 5, PREPL inh 15, pPAFAH FP inh 0, EBNA-1 inhibitor -2, PAFAH1B2 FP inh 3, PAFAH1B3 inh 4, LYPLA1 counter 4 and ZTA counter -10.
For C[C@@H]1NC(=O)N(CCCn2ccnc2)C1=O the results were PAFAH2 FP inh 1, LYPLA2 inh -1, PREPL inh 0, pPAFAH FP inh 3, EBNA-1 inhibitor 3, PAFAH1B2 FP inh 4, PAFAH1B3 inh 3, LYPLA1 counter -4 and ZTA counter 2.
For N#Cc1c(SC(C(=O)O)c2ccccc2)nc2c(c1-c1cccs1)CCCC2 (stereo not given) the results were PAFAH2 FP inh -2, LYPLA2 inh 1, PREPL inh -14, pPAFAH FP inh 20, EBNA-1 inhibitor 10, PAFAH1B2 FP inh 27*, PAFAH1B3 inh 11, LYPLA1 counter 3 and ZTA counter 0.

Source: PubChem BioAssay (The Scripps Research Institute Molecular Screening Center)
